Bioassay records (PubChem)
UPR XBP1 act = adaptive UPR (XBP1) activation; 0.33% of 330,000 active; CHO-XBP1 luciferase reporter, IRE1-XBP1 UPR activation, luminescence; percent of tunicamycin response, DMSO as zero; activation, % at 20 µM;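 active = versus positive control, 20 µM dose yields 30% or more activation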;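 also: 100% = tunicamycin at 10 µg/mL and 0% = DMSO only wells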
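Material: CHO-XBP1 cells stably carrying IRE1-XBP1-driven luciferase reporter / Amount: 1000 cells per well / Compound: 20 µM, 1% DMSO / Times: 6 h treatment, 37 °C / Detection: luciferase luminescence / Measure: % activation of reporter signal versus tunicamycin and DMSO controls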
GRIN3A LBD mod = NR3A (human) ligand-binding domain modulation; NR3A LBD differential scanning fluorimetry, Tm shift; 0% = protein alone, 100% = glycine-bound protein; Tm shift relative to glycine control, % at 25 µM; 2.5% of 340,000 active; AID 1259313;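 active = melting temperature shift of at least 10% of the positive control shift, at one fixed dose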
tim10-1 inh = growth inhibitors of tim10-1 mutant yeast. S. cerevisiae tim10-1 ts strain growth, BacTiter-Glo, 24 h. inhibition, % at 20 µM. 2.2% of 330,000 active;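 active = inhibition of at least 40%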;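 also: mutant grown at 25 °C; 0% = DMSO wells with yeast and 100% = wells holding no yeast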
TIM10 inh = TIM10 yeast growth inhibition | AID 463195 | inhibition, % at 10 µM | 1.4% of 330,000 active | S. cerevisiae TIM10 strain growth, BacTiter-Glo luminescence, 24 h;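 active = inhibition of 40% or more at the single tested concentration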;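 also: wild-type TIM10 isogenic control strain grown at permissive 25 °C; 0% = DMSO yeast wells and 100% = minimal medium wells without yeast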
CHOP UPR activ = activators of apoptotic arm of unfolded protein response (CHOP). CHO-CHOP luciferase reporter, UPR activation, luminescence; percent of tunicamycin response over DMSO baseline. activation, % at 10 µM. 0.34% of 330,000 active. AID 449763;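 active = at 10 µM dose, activation of 40% or more, normalized to positive control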;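 also: 100% = tunicamycin at 10 µg/mL and 0% = DMSO alone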
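Evaluation: % reporter activation, DMSO baseline versus tunicamycin full activation; System: CHO-CHOP luciferase reporter cell line; Input: 500 cells/well; Incubation: 6 h compound treatment, 37 °C; Measured by: Steady-Glo luciferase luminescence; Dosing: one dose, 10 µM in 0.5% DMSO; Buffer or medium: F12 medium, 10% FBS; Benchmarks: positive tunicamycin 10 µg/mL, negative DMSO alone.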
APJ ag = agonists of human APJ apelin receptor; P35414; CHO-K1 APJ PathHunter beta-arrestin, luminescence; 0% DMSO wells, 100% apelin; activation, % at 20 µM; 0.11% of 330,000 active; AID 2520;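 active = activation more than six SD over the plate average, tested at 20 µM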;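 also: 0% = DMSO alone and 100% = apelin-13 at 10 nM; some results filed as inactive read as strong as hits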
Target sequence (P35414 whole entry, looked up): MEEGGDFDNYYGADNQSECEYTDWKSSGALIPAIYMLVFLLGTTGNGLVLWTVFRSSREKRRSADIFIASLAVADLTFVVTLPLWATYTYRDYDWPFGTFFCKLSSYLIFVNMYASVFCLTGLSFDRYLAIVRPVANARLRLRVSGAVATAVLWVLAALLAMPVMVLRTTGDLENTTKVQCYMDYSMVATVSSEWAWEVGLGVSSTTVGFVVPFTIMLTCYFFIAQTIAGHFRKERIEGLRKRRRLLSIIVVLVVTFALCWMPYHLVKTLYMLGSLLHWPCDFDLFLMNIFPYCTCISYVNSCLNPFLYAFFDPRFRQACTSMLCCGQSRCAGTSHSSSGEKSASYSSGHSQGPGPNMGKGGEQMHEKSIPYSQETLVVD
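Test system: CHO-K1 APJ beta-arrestin complementation cell line | Compound: Single test compound dose, 20 µM final, 1% DMSO | Incubation: Compound 90 min 25 °C, reagent 1 h | Measured by: beta-gal luminescence | Read-out basis: APJ–arrestin association signal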
tim23-1 inh = tim23-1 yeast growth inhibition. S. cerevisiae tim23-1 growth, BacTiter-Glo luminescence, 24 h. inhibition, % at 20 µM. 1.3% of 330,000 active;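 active = growth inhibition of the mutant yeast at or above 50%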;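 also: temperature-sensitive mutant grown at 25 °C; plate controls were DMSO-treated mutant yeast for no effect and medium wells lacking yeast for full effect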
Mdm2-MdmX inh = inhibitors of human Mdm2/MdmX interaction; inhibition, % at 8 µM; AID 485346; SaOS-2 split-luciferase Mdm2/MdmX complementation, luminescence; 3% of 330,000 active; O15151+Q00987;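 active = inhibition of at least 50% at 8 µM in the primary screen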
NLRP3 yeast inh = NALP3 inhibition in yeast; Yeast reconstituted NLRP3/ASC/caspase-1, beta-gal luminescence, 24 h; AID 2825; inhibition, % at 10 µM; 0.39% of 330,000 active;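 active = inhibition of 50% or more; inactive = inhibition below 50%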;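 also: plate controls were induced DMSO wells for no effect and uninduced yeast grown without galactose for full effect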
An asterisk follows results filed as active; · = no result given. Compounds as they come; 8.2% or so of the library scored in one or more.

molecule,UPR XBP1 act,GRIN3A LBD mod,tim10-1 inh,TIM10 inh,CHOP UPR activ,APJ ag,tim23-1 inh,Mdm2-MdmX inh,NLRP3 yeast inh
O=C(CCc1nc(-c2ccccc2Cl)no1)NC1CCCC1,-7.8,2.4,10.7,-3.9,-0.7,-1.8,8.5,-18.1,31.6
Cc1ccc(N(CC(O)CN2C(=O)NC(C)(C)C2=O)S(=O)(=O)c2ccc(C)cc2)cc1 (stereo not drawn),-0.4,-2.2,-10.7,0.0,1.0,-5.9,11.4,7.3,9.1
CC(OC(=O)c1cccc(S(=O)(=O)N2CCCCCC2)c1)C(=O)Nc1ccc(S(N)(=O)=O)cc1 (stereo not drawn),-2.0,-5.0,5.6,-5.2,-1.0,0.5,17.3,7.3,30.5
O=[N+]([O-])c1ccc(-c2nnc(-c3ccccc3)c(NCCCO)n2)cc1,2.8,2.2,20.9,13.0,3.8,2.6,30.1,-10.0,9.8
CC(C)(C)NC(=O)C(c1ccc(-c2ccccc2)cc1)N(C[C@H]1CC[C@@H]([C@@H]2CC[C@H](CO)O2)O1)C(=O)c1ccc(C(C)(C)C)cc1 (stereo partly drawn),11.1,3.4,26.4,10.3,7.5,·,43.8,67.6*,·
Cc1ccc(C)c(N2CCN(S(=O)(=O)c3ccc(-c4ccc(=O)[nH]n4)o3)CC2)c1,-3.9,-3.0,12.8,-3.7,-2.1,-6.9,7.6,26.1,-3.6
CC(=O)c1c(C)nc(-c2ccc3c(c2)OCO3)n1O,-5.9,0.1,-4.7,-5.4,2.3,-2.5,-4.9,18.2,-29.9
Cc1nc(N2CCN(c3ccccn3)CC2)c2c(C)c(C(=O)N3CCN(c4cccc(Cl)c4)CC3)sc2n1,-1.9,-2.2,24.4,8.4,5.7,-0.5,29.1,24.9,0.3
Cc1cccc(N2CCN(C(=O)c3ccoc3C)CC2)c1C,0.0,-3.2,5.9,-5.3,-1.4,-2.8,16.0,5.9,-5.7
COCCCNC(=O)CN(CCc1ccccc1)S(=O)(=O)c1ccc(OC)cc1,-5.5,-2.4,19.4,32.0,-0.6,-2.8,8.5,-1.0,-0.3
O=C(c1ccco1)N1CCN(CCOc2ccccc2)CC1,-0.9,1.7,-0.6,10.1,1.4,0.3,5.3,-12.0,5.7
O=C(NCCCN1CCOCC1)c1ccc(CSc2ccc(Cl)cc2)cc1,0.0,-2.8,-9.7,17.3,1.1,-1.8,-5.2,-4.9,25.5
CCC(C)(C)NC(=O)CN(C(=O)CNS(=O)(=O)c1ccccc1)c1ccccc1,1.3,-3.9,3.3,1.7,-2.0,0.5,6.6,5.2,14.0
COc1ccc(C2C(C(=O)N3CCN(C)CC3)c3ccccc3C(=O)N2C2CCCCC2)cc1 (stereo not drawn),-2.1,2.3,4.1,25.0,2.6,1.2,15.4,4.9,5.9
CCCCOC(=O)C1=C(C)Nc2nnnn2C1c1ccc(OC)c(OC)c1OC (stereo not drawn),0.6,1.1,26.5,16.3,-1.0,0.3,31.1,-18.4,-7.5
O=C1CSC(c2cccc([N+](=O)[O-])c2)N1CCN1CCCCC1 (stereo not drawn),-1.1,1.7,-6.7,0.7,-0.1,-1.5,-36.2,-34.4,-5.5
Cc1ccc(CNC(=O)c2ccc(NC(=O)C3=CSCCO3)cc2)cc1,-1.0,-7.0,14.0,7.8,1.3,3.8,5.3,-16.4,20.9
COc1ccnc(CN(C)C(=O)C2CCC(=O)N(Cc3cccc(C(F)(F)F)c3)C2)c1 (stereo not drawn),-1.3,-1.6,4.1,3.4,0.9,-2.8,7.8,14.2,1.3
CCn1c(SCC(=O)Nc2ccccc2)nnc1-c1cccs1,1.1,-0.5,-6.2,8.8,0.3,-1.7,13.1,-8.9,6.3
CCOC(=O)CNC(=O)CNC(=O)c1nn(-c2ccc(OC)c(Cl)c2)c(=O)c2ccccc12,0.0,-1.4,15.6,16.7,3.0,-1.8,1.0,-23.0,-3.1

Brought forward from above: 2 entries; new compounds follow.
molecule,UPR XBP1 act,GRIN3A LBD mod,tim10-1 inh,TIM10 inh,CHOP UPR activ,APJ ag,tim23-1 inh,Mdm2-MdmX inh,NLRP3 yeast inh
CCn1c(SCC(=O)Nc2ccccc2)nnc1-c1cccs1,1.1,-0.5,-6.2,8.8,0.3,-1.7,13.1,-8.9,6.3
CCOC(=O)CNC(=O)CNC(=O)c1nn(-c2ccc(OC)c(Cl)c2)c(=O)c2ccccc12,0.0,-1.4,15.6,16.7,3.0,-1.8,1.0,-23.0,-3.1
Nc1n[nH]c(C2CC2)c1N=Nc1ccc(Cl)cc1,3.7,10.9*,7.7,25.3,2.3,-5.3,69.5*,34.3,21.4
Cc1cccc(C)c1OCC(=O)NCC1CCCO1 (stereo not drawn),-0.7,-0.9,8.0,1.9,0.3,3.0,1.1,-3.8,-1.9
O=C(Nc1nc2ccc(S(=O)(=O)N3CCOCC3)cc2s1)c1cccs1,-3.4,4.6,21.8,1.4,0.1,-2.6,13.4,-6.1,11.9
COc1ccc(S(=O)(=O)Cc2ccc(C(=O)NC3CCCC3)o2)cc1,-4.4,-2.2,9.1,7.2,-0.3,-1.9,-5.3,1.2,4.7
N#CCCn1nc(-c2ccc(Br)cc2)cc1Nc1ccccc1NC(=O)C(F)(F)F,-0.6,4.4,26.8,17.7,1.0,0.4,27.0,-6.7,8.8
COc1ccc(S(=O)(=O)CC(=O)Nc2nnc(C(F)(F)F)s2)cc1,-5.6,0.3,17.4,6.3,0.8,7.4,10.8,11.5,6.9
N/C(=N\OC(=O)COc1ccccc1)c1ccccn1,-2.7,0.5,0.5,14.9,1.7,-3.7,-8.5,-57.5,25.7
Cc1ccc(-n2c(Cn3nc(C(F)F)cc3C(F)F)n[nH]c2=S)cc1,-2.0,0.2,8.5,9.0,0.3,-0.2,-8.4,3.4,-5.0
O=C(CCN1C(=O)COc2ccccc21)NCCN1CCN(c2ccccc2F)CC1,-5.0,0.7,-14.6,-22.4,-1.7,-4.4,1.3,-4.5,24.6
Cc1ccc(CC(=O)NCC(C)C)cc1,-1.1,-1.3,-8.5,-4.2,0.0,-4.4,8.2,6.7,4.8
CN(C(=O)c1cc(S(=O)(=O)N2CCc3ccccc32)cn1C)C1CCCCC1,1.7,8.6,24.0,10.0,0.9,-4.5,33.6,-0.7,3.7
CC(OC(=O)c1cc2c(ccc3ccccc32)oc1=O)c1nc2ccccc2s1 (stereo not drawn),-1.4,-0.6,-12.1,-9.1,0.2,1.3,9.2,-21.6,18.2
CC(C)CCN1CCN(Cc2cccs2)CC1CCO (stereo not drawn),-0.6,-0.7,0.4,-8.4,-0.2,0.7,10.8,-16.4,1.9
Cc1cccc(/C=N/NC(=O)c2cc(-c3cccnc3)nc3ccccc23)c1,-3.0,0.8,25.2,32.5,-0.7,-3.0,20.9,-14.5,2.3
COc1cc(C2(c3ccc(O)c(OC)c3)C(=O)Nc3c(Br)cc(Br)cc32)ccc1O,2.9,-11.5,27.0,-15.0,-0.4,1.8,36.7,20.0,9.4
CCN(C(=O)C1CCN(S(=O)(=O)c2ccc3c(c2)oc(=O)n3C)CC1)c1cccc(C)c1,-1.5,-0.5,5.7,-3.5,-0.5,-0.6,4.8,18.4,16.9
CCc1ccccc1N1CSC2=C(C#N)C(c3ccccc3F)CC(=O)N2C1 (stereo not drawn),-1.4,-31.1,7.7,0.8,1.1,3.3,18.7,-20.2,19.4
CCCSc1nnc(CSc2nc(C)cc(C)n2)n1C,2.3,-0.4,14.2,-2.2,2.6,-0.5,12.8,-1.1,5.3
CC1(C)CC(=O)N(CC(=O)O)c2ccccc2S1(=O)=O,-0.6,-1.4,5.4,7.1,1.2,-4.1,3.9,11.0,-7.2
O=C(CN1C(=O)NC(c2ccccc2)(c2ccccc2)C1=O)Nc1ccc2[nH]c(=O)[nH]c2c1,0.7,-0.4,11.7,0.0,0.0,-4.1,2.8,9.9,0.3
CSCc1c(C(=O)OCC(=O)NC2CCCCC2)oc2ccccc12,-1.4,0.6,30.0,8.3,-0.9,-3.0,25.2,-27.1,-1.4
CCN1C(=O)c2ccc(C(=O)Nc3ncc(C)s3)cc2C1=O,-3.2,-1.2,4.8,-11.2,2.4,-0.6,-10.5,-27.2,-9.4
O=C(NCc1ccc2c(c1)OCO2)c1cc(Cl)ccc1Cl,-1.4,8.3,9.4,0.5,0.2,-0.7,11.1,-23.7,4.3
O=[N+]([O-])c1cccc(NC(=S)N2CCCC2)c1,0.9,0.7,4.6,0.5,0.7,-4.0,16.0,22.8,24.1
Cc1ccc(C(Sc2ccccc2)C(Cn2cncn2)C(=O)c2ccccc2)cc1 (stereo not drawn),-2.6,1.3,16.6,31.0,-1.4,-0.4,31.5,27.4,2.2
COCC(C)N=C1SCCN1Cc1ccccc1 (stereo not drawn),4.6,-1.4,4.8,-2.4,-1.2,1.2,5.2,9.0,13.1
O=S(=O)(NCC1(N2CCOCC2)CCCCC1)c1ccc(F)cc1,-0.3,1.7,-6.7,-2.6,0.7,-4.2,-0.9,16.8,18.0
CN(Cc1ccccc1)C(NC(=O)c1ccco1)C(Cl)(Cl)Cl (stereo not drawn),4.3,0.5,2.8,6.6,-1.9,-2.4,12.7,11.8,10.1
Cc1ccc(NC(=S)Nc2cccc3cnccc23)c(C)c1,1.1,0.9,22.7,6.9,2.9,10.7,27.8,21.3,18.4
O=C(c1ccco1)N1CCN(C(c2ccccc2Cl)c2nnnn2Cc2ccco2)CC1 (stereo not drawn),-1.0,-0.7,15.9,38.6,-0.7,0.3,10.9,13.1,4.7
CN(C)c1ccc(C(=O)N2CCN(c3cc(C(F)(F)F)nc4ccccc34)CC2)cc1,-1.5,6.2,25.0,17.4,-0.6,1.3,28.6,28.8,10.9
O=C(NCCN1CCOCC1)c1ccc(CSCc2cccc(Cl)c2)o1,-2.0,0.8,0.3,-11.8,-0.8,1.0,4.2,8.8,-4.8
COc1cccc(OC)c1OCCCCN1CCC(Cc2ccccc2)CC1,0.2,0.6,0.2,9.1,-0.4,-1.3,6.7,-3.6,6.9
O=C(NC1CCCCCCC1)c1ccccc1-c1ccccc1,-3.1,1.0,6.9,23.2,-1.0,-2.5,19.1,6.9,17.1
Cc1nn(-c2ccccc2)c(N)c1Sc1cccc([N+](=O)[O-])c1,-4.7,2.0,34.9,25.4,0.0,-2.3,27.1,-9.0,5.8
CC1=C(C(=O)Nc2ccc(C)cc2)C(c2ccco2)NC(=O)N1 (stereo not drawn),-0.4,-1.0,9.0,-13.8,-0.1,-4.9,-6.0,13.6,-0.6
O=C(Nc1ccncc1)C1CCN(S(=O)(=O)c2cccc(C(F)(F)F)c2)CC1,-0.3,-3.6,11.3,3.7,-0.2,-2.6,4.2,26.5,21.8
Cc1nnc(NC(=O)C2COc3ccccc3O2)s1 (stereo not drawn),-3.2,-0.6,4.9,3.8,3.2,0.8,10.3,11.1,-3.6
